GSH bead fluor: compound fluoresces at 488/530 nm on GSH beads; fluorescence (KMESF) at 10 µM; AID 1776; 0.25% of 190,000 active; GSH beads flow cytometry, compound fluorescence 488/530 nm; active compounds read high; in the data active = fluorescence above about 89;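 also: glutathione beads carrying GST-tagged Bcl family fusion proteins plus one bare bead set; values are compound well signal with DMSO vehicle wells as background; inactives centre near 16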
ABCB1 block: human ABCB1 inhibition, ABCG2 as counter-screen | 0.067% of 190,000 active | inhibition, % at 6.6 µM | CCRF-Adr cells, JC-1 efflux, flow cytometry | P08183; in the data active = inhibition above about 40%;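 also: 0% = vehicle and 100% = reference inhibitor; higher value means more JC-1 retained so stronger ABCB1 efflux block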
Avidin bead fluor: avidin bead compound fluorescence profile; Avidin beads, compound fluorescence 488/530 nm, flow cytometry; active compounds read high; fluorescence (KMESF) at 10 µM; 0.38% of 220,000 active; AID 1775; in the data active = fluorescence above about 47; also: inactives centre near 10
Bim-Bcl-2: human Bim-Bcl-2 interaction inhibition. P10415. inhibition, % at 10 µM. AID 950. 0.06% of 190,000 active. Bead-based flow cytometry, Bim peptide-Bcl-2 binding; in the data active = inhibition above about 40%; inconclusive = no clear call, values can overlap the other calls;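 also: 0% = no compound wells with probe peptide and 100% = reference peptide inhibitor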
Target sequence (P10415 whole entry, looked up): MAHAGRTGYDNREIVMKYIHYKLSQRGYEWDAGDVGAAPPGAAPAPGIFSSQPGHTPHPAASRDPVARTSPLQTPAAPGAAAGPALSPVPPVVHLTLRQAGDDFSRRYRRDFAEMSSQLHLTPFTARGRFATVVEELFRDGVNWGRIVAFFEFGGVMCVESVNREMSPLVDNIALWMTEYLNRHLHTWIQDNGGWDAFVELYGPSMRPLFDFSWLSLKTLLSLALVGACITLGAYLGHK
Bcl-B Bim block: inhibitors of Bim-Bcl-B interaction, human; Q9HD36; 0.073% of 190,000 active; bead-based flow cytometry, Bim peptide-Bcl-B binding; inhibition, % at 10 µM;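 also: 0% = tracer peptide without compound and 100% = reference inhibitor peptide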
Target sequence (Q9HD36 whole entry, looked up): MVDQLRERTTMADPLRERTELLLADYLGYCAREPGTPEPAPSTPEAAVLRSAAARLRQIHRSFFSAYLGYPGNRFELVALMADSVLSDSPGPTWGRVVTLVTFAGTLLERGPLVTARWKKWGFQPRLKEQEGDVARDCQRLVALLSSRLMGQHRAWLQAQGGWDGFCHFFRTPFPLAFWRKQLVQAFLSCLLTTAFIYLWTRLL
Bim-Bfl-1: inhibitors of Bim-Bfl-1 interaction, human; 0.12% of 190,000 active; Bead-based flow cytometry, Bim-Bfl-1 binding inhibition; Q16548; inhibition, % at 10 µM; AID 1008;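 also: 0% = wells without compound plus tracer and 100% = blocker peptide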
Bcl-W Bim block: human Bim-Bcl-W interaction inhibition; Q92843; bead-based flow cytometry, Bim peptide-Bcl-W binding; inhibition, % at 10 µM; 0.02% of 190,000 active; AID 952;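 also: 0% = bound tracer without compound and 100% = peptide blocker; higher means less fluorescent Bim peptide bound to Bcl-W beads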
Target sequence (Q92843 whole entry, looked up): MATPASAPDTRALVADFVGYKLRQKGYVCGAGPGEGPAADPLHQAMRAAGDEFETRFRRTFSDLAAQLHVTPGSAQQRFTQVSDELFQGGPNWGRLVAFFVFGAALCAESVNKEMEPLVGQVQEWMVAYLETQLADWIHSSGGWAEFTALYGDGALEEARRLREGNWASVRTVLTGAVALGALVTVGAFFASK
ABCG2 block: human ABCG2 inhibition, ABCB1 as counter-screen | AID 1325 | 0.1% of 190,000 active | Q9UNQ0 | inhibition, % at 6.6 µM | IgMXP3 cells, JC-1 efflux, flow cytometry;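 active = inhibition above 80%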;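 also: 0% = DMSO and 100% = nicardipine control wells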
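System: two drug-resistant human cell lines, ABCG2 and ABCB1; controls: nicardipine high and DMSO low controls; times: 10 min exposure at 25 °C with rotation, no wash; detection: flow cytometry of retained JC-1 fluorescence; read-out basis: percent efflux inhibition, scaled nicardipine 100% to DMSO 0%; doses: one concentration, 6.6 µM final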
Bim-Bcl-XL: human Bim-Bcl-XL interaction inhibition; Q07817; Bim peptide-Bcl-XL binding, bead flow cytometry, fluorescence; inhibition, % at 10 µM; 0.04% of 190,000 active; AID 1007
Target sequence (Q07817 whole entry, looked up): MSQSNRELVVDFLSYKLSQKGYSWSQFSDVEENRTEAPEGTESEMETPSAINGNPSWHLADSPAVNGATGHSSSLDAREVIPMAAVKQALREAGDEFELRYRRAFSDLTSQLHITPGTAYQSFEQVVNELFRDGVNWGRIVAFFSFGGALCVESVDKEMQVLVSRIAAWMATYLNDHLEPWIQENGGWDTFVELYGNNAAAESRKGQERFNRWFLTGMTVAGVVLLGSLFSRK
RGS7-Gao reg: modulates binding of RGS7 to human Galphao. P09471. Multiplexed bead flow cytometry; actives lie on both sides. binding response (% of control), % at 10 µM. 0.35% of 220,000 active; in the data active = binding response below about 49% or above about 150%; inconclusive = no clear call, values can overlap the other calls; inactive = in between;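 also: fluorescent Galphao held in activated GDP-AlF4 state binding bead-coupled RGS7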
RGS4-Gao reg: human RGS4-Galphao interaction regulation | binding response (% of control), % at 10 µM | Multiplexed bead flow cytometry, RGS4-Galphao binding; actives lie on both sides | 0.33% of 220,000 active; in the data active = binding response below about 49% or above about 150%; inactive = in between;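 also: fluorescent Galphao activated with aluminum fluoride binding bead-coupled RGS4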
* marks the source's active call; other numbers are inactive results; ? = inconclusive. Rule as the data show it, unless noted: active = inhibition above about 40%.

SMILES	GSH bead fluor	ABCB1 block	Avidin bead fluor	Bim-Bcl-2	Bcl-B Bim block	Bim-Bfl-1	Bcl-W Bim block	ABCG2 block	Bim-Bcl-XL	RGS7-Gao reg	RGS4-Gao reg
CCCCN1C(=O)C(=O)N(CC(=O)NC2CCCc3ccccc32)C1=O (stereo unspecified)	13	3.2	10	0	-2	-6	-2	14	-4	?	98
CCCCCC(=O)N(CN1C(=O)CCC1=O)c1ccccc1	26	2.1	12	-11	-10	-13	1	5	5	100	102
CC1Cc2ccccc2N1C(=S)Nc1cccc(S(=O)(=O)N(C)C)c1 (stereo unspecified)	23	-0.3	11	-3	-8	-7	0	-1	-2	102	102
CCCN1CCC(=NNc2ccc(S(=O)(=O)N3CCOCC3)cc2[N+](=O)[O-])CC1	7	1.6	17	-4	-6	-2	-3	9	-4	104	108
COc1ccc(NC(=O)c2coc3ccccc23)cc1OC	259*	0.3	6	-6	-4	-14	-1	1	6	98	97
O=c1c2ccc(Cl)cc2[nH]c(=S)n1Cc1cccnc1	25	0.8	12	0	-7	1	0	3	0	92	94
OC(COc1ccc2c(c1)CCC2)CN1CCN(c2ccccc2F)CC1 (stereo unspecified)	10	0.4	40	-1	-3	-4	-3	1	-3	102	103
COc1cccc(C(=O)C2CCCN(Cc3cn[nH]c3C3CCCCC3)C2)c1 (stereo unspecified)	18	2.5	6	-4	-4	-2	-1	1	-2	97	96
CN(CCOc1ccc(-c2ccn(S(=O)(=O)c3c(Cl)cccc3Cl)n2)cc1)c1ccccn1	30	0.9	11	-14	-6	-18	-2	4	-9	93	94
O=C(CSc1nc2ccsc2c(=O)n1Cc1ccc(C(=O)O)cc1)NCc1ccco1	24	0.3	4	-3	-5	-1	-3	7	-2	99	96
Cc1cccc2cc(COC(=O)c3ccccc3)c(=O)[nH]c12	29	-1.8	4	-9	-7	-11	-2	2	-1	104	101
Oc1c(C(c2cccs2)N2CCC3(CC2)OCCO3)sc2ncnn12 (stereo unspecified)	20	-3.1	8	-6	-5	-9	1	-4	-2	101	104
O=c1[nH]c2ccccc2nc1Cc1ccccc1	33	0.0	6	-7	-6	-8	0	1	-10	105	108
CC(Oc1ccccc1)C(=O)NN1Cc2ccccc2C1=N (stereo unspecified)	9	0.1	21	-4	-2	-7	-2	1	0	97	101
CNS(=O)(=O)c1ccc2c(c1)NC(=O)C1CCCN21 (stereo unspecified)	8	-1.0	10	-2	-10	0	0	-6	-3	98	100
COc1ccc(CC(NC(C)=O)C(=O)NC2CCN(C(=O)Nc3ccccc3Cl)CC2)cc1OC (stereo unspecified)	51	-0.2	8	1	-1	-3	0	-1	1	100	100
Cc1cccc(NC(=O)c2cc(NC(=O)c3ccco3)ccc2N2CCCCC2)c1	30	0.5	8	-6	-5	-6	-4	4	-16	90	89
CCOC(=O)c1cnn(-c2nc(-c3ccc(C)cc3)cs2)c1C(F)(F)F	31	-0.2	12	-3	-2	-13	2	10	-5	98	100
O=C(Cn1c(=O)oc2cc(S(=O)(=O)N3CCCCC3)ccc21)N1CCc2ccccc2C1	27	0.7	7	-6	-7	-8	2	2	0	94	94
CC1CN(CC(O)COc2ccc(C(=O)c3ccccc3)cc2)CC(C)O1 (stereo unspecified)	38	1.0	15	-11	-9	-14	-2	3	-4	108	110
Cc1cc(=O)n(-c2ccc3ccccc3n2)[nH]1	2	0.0	8	0	0	0	5	0	2	98	111
CCOC(=O)C1CCN(C(c2cccc(OC)c2)c2sc3nc(C)nn3c2O)CC1 (stereo unspecified)	27	-0.1	8	-8	-4	-9	2	0	-3	96	98
Cc1cc(C)c(Nc2ncccc2C(=O)O)c(C)c1	14	0.0	12	-2	-10	-1	0	0	-4	105	106
O=C(CNc1cccc([N+](=O)[O-])c1)N/N=C/c1ccc(F)cc1	21	0.2	10	-3	-1	-3	0	21	-2	108	109
CCOC(=O)N1CCN(C(=O)c2ccccc2NC(=O)c2ccc(F)cc2)CC1	9	0.0	2	-1	-7	0	-3	0	-6	99	99

A draw from above in order of length of the SMILES, lowest first:
SMILES	GSH bead fluor	ABCB1 block	Avidin bead fluor	Bim-Bcl-2	Bcl-B Bim block	Bim-Bfl-1	Bcl-W Bim block	ABCG2 block	Bim-Bcl-XL	RGS7-Gao reg	RGS4-Gao reg
O=c1[nH]c2ccccc2nc1Cc1ccccc1	33	0.0	6	-7	-6	-8	0	1	-10	105	108
Cc1cc(=O)n(-c2ccc3ccccc3n2)[nH]1	2	0.0	8	0	0	0	5	0	2	98	111
CC(Oc1ccccc1)C(=O)NN1Cc2ccccc2C1=N (stereo unspecified)	9	0.1	21	-4	-2	-7	-2	1	0	97	101
CCCCCC(=O)N(CN1C(=O)CCC1=O)c1ccccc1	26	2.1	12	-11	-10	-13	1	5	5	100	102
O=c1c2ccc(Cl)cc2[nH]c(=S)n1Cc1cccnc1	25	0.8	12	0	-7	1	0	3	0	92	94
OC(COc1ccc2c(c1)CCC2)CN1CCN(c2ccccc2F)CC1 (stereo unspecified)	10	0.4	40	-1	-3	-4	-3	1	-3	102	103
CC1CN(CC(O)COc2ccc(C(=O)c3ccccc3)cc2)CC(C)O1 (stereo unspecified)	38	1.0	15	-11	-9	-14	-2	3	-4	108	110
O=C(CNc1cccc([N+](=O)[O-])c1)N/N=C/c1ccc(F)cc1	21	0.2	10	-3	-1	-3	0	21	-2	108	109
CCOC(=O)c1cnn(-c2nc(-c3ccc(C)cc3)cs2)c1C(F)(F)F	31	-0.2	12	-3	-2	-13	2	10	-5	98	100
CCOC(=O)N1CCN(C(=O)c2ccccc2NC(=O)c2ccc(F)cc2)CC1	9	0.0	2	-1	-7	0	-3	0	-6	99	99
O=C(CSc1nc2ccsc2c(=O)n1Cc1ccc(C(=O)O)cc1)NCc1ccco1	24	0.3	4	-3	-5	-1	-3	7	-2	99	96
CN(CCOc1ccc(-c2ccn(S(=O)(=O)c3c(Cl)cccc3Cl)n2)cc1)c1ccccn1	30	0.9	11	-14	-6	-18	-2	4	-9	93	94

(more compounds)
SMILES	GSH bead fluor	ABCB1 block	Avidin bead fluor	Bim-Bcl-2	Bcl-B Bim block	Bim-Bfl-1	Bcl-W Bim block	ABCG2 block	Bim-Bcl-XL	RGS7-Gao reg	RGS4-Gao reg
COCCN1C(=O)/C(=C/c2cc3c(cc2Br)OCO3)NC1=S	12	-0.7	13	-6	-12	-6	-3	-3	-2	101	103
Cc1cccc(C)c1NC(=O)CCCCCNS(=O)(=O)c1ccccc1	15	0.7	10	-6	-3	-5	0	2	0	101	101
CC(CNCc1ccc2c(c1)OCO2)NCc1ccc2c(c1)OCO2 (stereo unspecified)	16	-0.3	6	-8	-7	-10	-1	1	-6	103	106
CC(C)c1ccc(C2CC(=O)N3CN(C)CSC3=C2C#N)cc1 (stereo unspecified)	19	-1.4	7	-2	-12	7	-1	0	-6	96	96
Nc1nonc1-c1noc(CCCOc2ccc(Cl)cc2Cl)n1	51	0.4	4	-10	-4	-9	4	2	-12	102	103
Cc1noc(C)c1COc1ccc(C(=O)OCC(=O)NCCN2C(=O)CSC2=O)cc1	10	0.3	9	0	-2	-3	-1	4	1	?	103
CCN1CCN(c2cc(C)c3cc(NC(=O)c4ccc(Br)o4)ccc3n2)CC1	44	2.1	18	7	7	5	4	4	3	91	91
Cc1cc(C)c2nc(NC(=O)c3ccc4c(=O)n5c(nc4c3)CCCCC5)sc2c1	15	-1.1	16	-5	-8	-11	-2	-13	-5	101	102
CCOC(=O)C1=NOC(COc2ccccc2C=O)C1 (stereo unspecified)	12	0.2	12	-6	-1	-5	-3	1	-1	100	99
O=C(Nc1ccc(O)cc1)c1ccc2c(c1)C(=O)N(Cc1ccco1)C2=O	6	-0.3	7	10	-2	17	2	15	2	92	96
CCc1ccc(OCC(=O)OCC(=O)c2c(N)n(C)c(=O)n(C)c2=O)cc1	14	0.1	11	-2	-3	-5	-2	3	0	98	105
O=C(NCc1cccs1)c1cccc(Nc2nc3ccc(Br)cc3[nH]2)c1	26	-0.5	10	-5	-2	-1	-2	1	-12	109	106
NC(=O)c1cc(Br)cc2c3c([nH]c12)CCCC3	40	-1.0	11	-7	-7	-2	0	7	-8	103	103
CCCCN(C(=O)CCC(=O)O)C1CC(=O)N(c2ccc(OCCC)cc2)C1=O (stereo unspecified)	33	0.4	16	-7	-6	-11	0	1	-4	103	103
Cc1cc(C(=O)N/N=C/c2ccccc2Br)no1	20	0.8	25	-10	-9	-21	-3	34	-9	100	100
COc1cc(NC(=O)c2cccs2)c(OC)cc1NC(=O)CCn1nnc2ccccc21	8	0.2	10	-3	-3	-8	5	0	0	101	99
CCCCCn1c(=O)[nH]c2cc(C(=O)NCCCN3CCC(C)CC3)ccc2c1=O	17	-0.1	12	0	-2	-2	0	0	0	105	104
O=C(CSCC(=O)N1CCCCC1)Nc1nc(-c2cccs2)cs1	22	1.2	6	-5	-9	-10	0	3	-1	105	104
Cc1cc2c(ncn2Cc2ccccc2)c(NS(C)(=O)=O)c1C	54	0.7	2	-2	-4	-3	-3	5	-6	97	74
COc1ccccc1C1C2=C(N=c3s/c(=C/c4cccc(OCC(=O)O)c4)c(=O)n31)c1ccccc1CC2 (stereo unspecified)	10	-0.8	3	-2	-8	4	-3	-8	-7	103	99
O=C(CCCN1C(=O)c2cccc3cccc(c23)C1=O)N1CCN(c2ncccn2)CC1	13	1.5	9	-2	-3	-6	-1	2	0	?	98
CCOC(=O)c1c(NC(=O)CSc2nnc(CNc3ccc(F)cc3)o2)sc(C)c1C	11	1.1	9	-12	-12	-8	2	4	-8	100	101
Cc1c(C(=O)N2CC(C)OC(C)C2)oc2ccccc12 (stereo unspecified)	11	0.7	9	0	0	-1	-3	3	0	104	104
O=C(N/N=C/c1ccco1)C1CC(=O)N(c2ccccc2)C1 (stereo unspecified)	18	-0.1	9	-2	-10	-6	-2	1	-4	?	94
Cc1ccc(S(=O)(=O)Oc2ccccc2/C=N/NC(=O)c2nn(C)cc2[N+](=O)[O-])cc1	15	-1.4	20	-5	-5	-4	-2	35	-5	101	102
CC1(C)CC(=O)C=C(NCCO)C1	4	0.1	5	-1	-1	0	-1	0	-2	100	97
CCOC(=O)c1oc2ccccc2c1NC(=O)COc1ccc(F)cc1	10	0.2	9	-6	-7	-10	1	1	-7	99	98
Cc1ccc(CCNC(=O)CN(C)S(=O)(=O)c2cnc[nH]2)cc1	19	0.9	7	-11	-7	-18	-5	6	-10	98	96
CCOC(=O)c1c(C)[nH]c(C(=O)COc2ccc3c(c2)OCO3)c1C	43	-0.3	10	-22	-28	-14	1	17	-5	105	97
CCOC(=O)c1nnn(-c2nonc2N)c1-c1cccc2ccccc12	17	0.8	6	-4	1	0	1	1	0	104	92
